Screens (PubChem)
Tb hexokinase – Trypanosoma brucei hexokinase 1 inhibitors, primary screen, biochemical, G6PDH-coupled NADH absorbance, MLSCN library | hexokinase 1 [Trypanosoma brucei] | recombinant TbHK1, G6PDH-coupled NADH A340 | inhibition, % at 10 µM | hit rate 0.11% among 220,000;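 active means inhibition of 50% or more in the single-dose primary screen; inactive means inhibition below 50%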
PPC-1+TRAIL kill – compounds killing PPC-1 cancer cells with TRAIL present, primary screen, TRAIL potentiator project, ATPLite luminescence, uHTS; hit rate 0.41% among 220,000; cell killing (% activity), % at 4 µM; PPC-1 cells + TRAIL, ATPLite viability luminescence;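 active means cell killing above 50% in the first pass at 4 µM, then a duplicate retest at 5 µM averaging 50% or more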;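 further: plate controls were cells with TRAIL plus DMSO for no effect and medium-only wells lacking cells for full effect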
Furin inh – human furin inhibitors, primary screen, biochemical, fluorescence intensity | P09958 | purified furin, fluorogenic substrate cleavage | inhibition, % at 30 µM | hit rate 0.061% among 220,000 | AID 463115, 2010; in the data active means inhibition above about 25%; further: inactives centre near -15
zfTRPN1 agonist – zebrafish TRPN1 channel agonists, primary screen, cell-based, HEK293, calcium fluorescence | transient receptor potential cation channel N1 (TRPN1/NompC), Danio rerio | activation, % at 3 µM | hit rate 0.18% among 220,000 | HEK293 zebrafish TRPN1-YFP, Fluo-8 calcium fluorescence; 100% = response to 87 µM carbachol;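 active means activation above its plate's cutoff, the mean activation of test wells on that plate plus 3 SD, cut at about 19% in these data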;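 further: 0% = DMSO alone and 100% = 87 µM carbachol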
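Material: zebrafish TRPN1-YFP in HEK293 cells; Doses: single test compound dose, 3 µM nominal, 0.3% DMSO; Timing: dye loading 1 h at 37 °C, then 30 min room temperature; Technique: intracellular calcium fluorescence with Fluo-8; Benchmarks: high carbachol 87 µM, low DMSO alone.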
Cl transport mod – KCC2 cotransporter modulators, thallium flux, primary screen, cell-based, HEK293 KCC2, FluoZin-2 fluorescence, MLSMR | KCC2 cells, thallium flux FluoZin-2 fluorescence | hit rate 2.2% among 190,000 | AID 1456, 2008 | B-score of Tl+ flux slope (higher = more flux/activation; lower = inhibition) at 10 µM;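 active means thallium flux slope and its plate-corrected score both differing from the plate sample mean at a set confidence after two filtering rounds, in either direction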;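 further: slope of fluorescence scaled to starting intensity during 10 to 20 s after thallium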
thrombin 1536 – human alpha-thrombin inhibitors, primary screen, counter-screen for coagulation protease inhibitor project, biochemical, 1536-well, fluorogenic AMC substrate; AID 1046, 2008; Prothrombin (Homo sapiens), P00734; hit rate 0.26% among 220,000; inhibition, % at 5 µM; Boc-VPR-AMC fluorogenic substrate cleavage;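 active means inhibition at or above 40%; inactive means inhibition below 40%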;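 further: 0% = enzyme with no compound and 100% = wells without enzyme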
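Assay system: human alpha-thrombin enzyme. Reagent: Boc-VPR-AMC substrate, 15 µM final. Compound dosing: one concentration per compound, 5 µM, with 0.2% DMSO. Incubation: room-temperature reaction. Technique: AMC fluorescence, 355/460 nm. Measure: % inhibition relative to enzyme controls and enzyme-free blanks.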
TRPML3 ag – human TRPML3 channel agonists, primary screen, cell-based, HEK293 TRPML3-YFP, Fluo-8 calcium fluorescence, 3 µM; Mucolipin-3 (Homo sapiens), Q8TDD5; hit rate 0.29% among 220,000; AID 1448, 2008; activation, % at 3 µM; 100% = the carbachol control signal;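 active means activation above its plate's cutoff, the mean activation of the plate's test wells plus 3 SD, cut at about 12% in these data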;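 further: 0% = DMSO only wells and 100% = carbachol wells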
Target sequence (Q8TDD5 whole entry, looked up): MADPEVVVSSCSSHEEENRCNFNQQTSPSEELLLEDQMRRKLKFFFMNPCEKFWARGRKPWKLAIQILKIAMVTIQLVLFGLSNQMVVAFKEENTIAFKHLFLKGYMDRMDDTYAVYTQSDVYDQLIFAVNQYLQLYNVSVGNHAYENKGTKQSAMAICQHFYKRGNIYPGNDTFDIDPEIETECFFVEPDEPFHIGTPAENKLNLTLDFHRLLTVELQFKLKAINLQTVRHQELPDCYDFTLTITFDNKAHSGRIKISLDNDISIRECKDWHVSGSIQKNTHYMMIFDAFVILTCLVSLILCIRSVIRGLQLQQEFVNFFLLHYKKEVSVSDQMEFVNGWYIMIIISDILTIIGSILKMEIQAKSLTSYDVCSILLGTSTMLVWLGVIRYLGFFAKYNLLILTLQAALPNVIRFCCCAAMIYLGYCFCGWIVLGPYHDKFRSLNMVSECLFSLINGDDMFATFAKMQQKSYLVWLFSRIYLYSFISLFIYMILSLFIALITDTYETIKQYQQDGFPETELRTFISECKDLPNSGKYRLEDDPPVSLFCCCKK
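Material: HEK293 cells stably carrying human TRPML3-YFP; compound dosing: single dose, 3 µM final nominal compound, 0.3% DMSO final; incubation: 1-h 37 °C dye load, 5-s basal, 120-s post-compound reads; technique: Fluo-8 intracellular calcium fluorescence, excitation 470-495 nm, emission 515-575 nm; read-out basis: percent activation from peak-to-basal fluorescence ratio, scaled between DMSO and carbachol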
m-calpain inh – inhibitors of pig calpain II, primary screen, biochemical, fluorogenic peptide substrate, 1536-well | inhibition, % at 16 µM | purified calpain II, 30 min | hit rate 0.37% among 220,000;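 active means inhibition above about 50%, limit read from the data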
EBV gp42 inh – Epstein-Barr virus gp42 inhibitors, primary screen, biochemical, uHTS, fluorescence polarization; Glycoprotein 42 (Epstein-Barr virus (strain AG876)), Q1HVG2; Fluorescence polarization binding assay, mP read-out; inhibition, % (tested at 21.74 µM); hit rate 0.42% among 220,000; in the data active means inhibition above about 50%
Target sequence (Q1HVG2 whole entry, looked up): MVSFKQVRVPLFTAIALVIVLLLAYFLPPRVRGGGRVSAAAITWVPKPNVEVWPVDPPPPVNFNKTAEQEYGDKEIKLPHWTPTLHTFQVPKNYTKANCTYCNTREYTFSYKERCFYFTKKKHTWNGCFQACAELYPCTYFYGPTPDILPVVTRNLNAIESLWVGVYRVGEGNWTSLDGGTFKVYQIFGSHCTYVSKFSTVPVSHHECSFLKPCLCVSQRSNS
The depositor's hits bear a star; nt = no result given; [ ] = remark or other dose.

SMILES	Tb hexokinase	PPC-1+TRAIL kill	Furin inh	zfTRPN1 agonist	Cl transport mod	thrombin 1536	TRPML3 ag	m-calpain inh	EBV gp42 inh
Cc1cc(NC(=O)c2ccc(Cl)cc2Cl)n(CCC#N)n1	2	10	-30	0.8	-0.13	-3	0.6	-47	-22
CSc1cnn(-c2ccccc2)c(=O)c1SC	-9	20	-9	0.8	-0.025	-5	0.2	-21	-8
COc1ccc(NC(=O)c2noc3c2CCCCC3)cc1	-9	12	-24	-0.1	0.49	0	0.4	-14	2
Cc1ccccc1OCCC(=O)OCC(=O)Nc1cc(S(=O)(=O)N2CCOCC2)ccc1Cl	-4	7	-30	1.3	-1	nt	1.8	4	-5
O=C(CSCc1ccccc1)Nc1ccc(F)c(F)c1	2	10	-11	0.1	-1.2	-14	0.4	0	-1
Cc1ccc(-n2c(-c3nn(C)c(C)c3Cl)n[nH]c2=S)cc1	3	34	-21[20 µM]	0.0	-0.62	1	1.5	-6	-12
CC(=O)CCc1ccc(Oc2nc(-c3cccnc3)nc3ccccc23)cc1	-6	8	-9	-0.9	-0.67	-8	0.0	-50	-25
CCOC(=O)Cc1csc(NC(=O)NC2(C(F)(F)F)Oc3cc(Cl)c(Cl)cc3O2)n1	-1	21	-11[20 µM]	0.0	-0.037	-8	1.4	-22	8
CCOCCCNC(=S)NCCNc1nc2c(C)cccc2cc1C#N	-7	14	-9[20 µM]	-0.9	nt	-3	-0.2	-237	-4
Cc1ccccc1N(CC(=O)NCc1ccc2c(c1)OCO2)C(=O)CCC(=O)Nc1ccccn1	4	-13	-15	0.3	-0.73	7	0.4	7	-7
Oc1ccc(N=Nc2nc(-c3ccccc3)c(-c3ccccc3)[nH]2)cc1	12	1	-9	-0.5	-1.3	-11	0.1	-5	-2
CC1CCN(C(=O)CNC(=O)Cn2ccc3ccccc3c2=O)CC1	-15	-5	-4	0.8	0.4	-4	0.7	5	-21
O=C(Nc1ccccc1-c1ccccc1)c1ccc(Cl)c([N+](=O)[O-])c1	9	94*	1	-0.2	-1.8	0	-0.8	24	-15
O=C(CN1CCCCC1)Nc1ccc(F)c(Cl)c1	5	10	-19	0.8	-0.65	-4	0.5	15	-15
Cc1ccc(Oc2nc3ccccn3c(=O)c2/C=C(\C#N)C(=O)Nc2c(C)n(C)n(-c3ccccc3)c2=O)c(C)c1	-8	1	-14	1.0	1.9	-2	1.1	-42	-11
CCOC(=O)c1c(C)[nH]c(N=Nc2ccccc2)c1C	-7	4	-3[20 µM]	-0.3	5.2*	-5	0.0	25	12
CCOC(=O)C1=NN(C(=O)Nc2cccc(C(F)(F)F)c2)C2C(=O)N(c3cccc(C(F)(F)F)c3)C(=O)C12 (stereo not drawn)	-10	-10	-32[20 µM]	-0.6	nt	4	1.1	9	-20
c1ccc(-c2ccccc2OCc2nnc3n2CCC3)cc1	2	-3	-31	-0.1	-1.5	-2	0.3	-11	-2
COc1ccc(-c2noc(CCC(=O)NCCCN3CCC(Cc4ccccc4)CC3)n2)cc1	8	20	-21[20 µM]	7.3	-0.064	2	2.9	-3	-24
N/C(=N\OC(=O)COc1cc(Cl)c(Cl)cc1Cl)c1ccccn1	0	14	-24	0.1	0.61	7	0.7	20	10
CCCc1c(C)c2cccc(C)c2[nH]c1=O	-2	-20	-10	-1.8	-1.1	-1	-0.4	6	-5
CCC(C(=O)OC)n1cnc2c(cnn2-c2ccc(Cl)cc2)c1=O (stereo not drawn)	5	22	-22	3.8	0.85	1	-0.2	-41	1
CC(=O)c1cccc(NC(=O)c2ccc(N(Cc3ccccc3)S(C)(=O)=O)cc2)c1	10	4	-12[20 µM]	0.9	-0.0087	2	1.1	-28	-13
OCC1(Cc2ccccc2)CCN(C2CCN(c3ccccc3F)CC2)CC1	-1	-3	-31	4.8	nt	5	4.8	-2	-10
O=C(Nc1ccccc1-c1nnn(CC(=O)N2CCc3ccccc3C2)n1)C1CCC1	2	13	-7[20 µM]	0.8	nt	3	0.8	26	-2
Cn1c(=O)c(C(=O)CN2CCc3ccccc32)c(N)n(Cc2ccccc2)c1=O	-3	4	-14	-0.5	0.017	-5	1.2	-2	-7
CC(=O)NN1C(=O)c2ccccc2NC1c1ccccn1 (stereo not drawn)	16	6	-21	0.8	0.096	-4	0.9	-321	3
Cc1nc2scc(-c3ccccc3)c2c(=O)n1N=C1C=CC(=O)C=C1	6	nt	-19	-1.4	-4.2	5	0.1	-80	-8
CCc1cc2cc(C)c(C)cc2nc1SCC(=O)NNC(=O)c1ccco1	4	20	-29[20 µM]	0.3	nt	-2	0.2	11	-22
Nc1ccc(C(=O)OCc2nc3ccccc3[nH]2)cc1	1	4	-22	0.6	-0.27	14	0.7	18	-5
COc1cc(C=C(c2nc3ccccc3s2)c2nc3ccccc3s2)cc(OC)c1O	-7	12	-12	1.2	-0.41	-7	0.9	-40	-21
CC(NCC(O)COC1CCC(C(C)(C)C)CC1)c1ccccc1 (stereo not drawn)	12	-18	-7	1.1	0.85	-11	1.4	18	-2
O=C(CSCC(=O)Nc1cccc2ccccc12)Nc1cccc2ccccc12	-3	9	-27	0.6	nt	-1	-0.6	-36	-39
c1ccc(-c2nc(N3CCOCC3)c3ccccc3n2)nc1	-14	31	-5	0.7	-1.1	-3	0.2	-9	2
Cc1cc(NC(=O)COC(=O)c2cccc(S(=O)(=O)N(C)C3CCCCC3)c2)no1	1	26	6	-1.2	-2.4	4	1.0	25	-6
Cc1ccc(S(=O)(=O)NCCSc2nnnn2C)cc1	11	4	-13	0.2	nt	0	0.4	12	-12
CC(C)(C)CC(=O)NCCCN1CCOCC1	-5	4	-25	1.1	0.28	-2	0.9	0	7
CSc1nnc(C)c(=O)n1COC(=O)c1ccc([N+](=O)[O-])cc1	-3	31	-2	-0.7	-0.69	0	0.9	-15	-11
COc1ccc(NC(=O)C2=NN(C3CCS(=O)(=O)C3)C(=O)CC2)cn1 (stereo not drawn)	-17	20	-8	1.6	0.86	-15	0.6	-1	11
COCCn1c(=S)[nH]c2ncccc2c1=O	-11	6	-17[20 µM]	0.3	1.9	-8	-0.4	8	-9
O=c1[nH]c(CN2CCN(c3ccccc3)CC2)nc2scc(-c3ccccc3)c12	27	13	-4	0.3	0.22	-2	1.4	-18	-30
Cc1ccc(NC(=O)Cn2nc(-c3ccccc3)nc2-c2ccccc2)c(C)c1	2	16	-29	-1.5	0.25	-3	0.6	-19	-6
CCN1C(=O)/C(=C2/C(=O)N3c4c(cc(OC(C)=O)cc42)C(C)=CC3(C)C)SC1=S	-2	14	6	1.4	-0.11	-1	1.1	-18	-3
CCN(CC)C(=O)CSc1nnc2nnc3cc(OC)ccc3n12	-16	12	-13	-0.7	0.8	-2	2.0	-21	124*
CC(=O)O/C(=C\c1cn(C(C)=O)c2ccccc12)C(=O)O	-18	0	-5	1.2	-0.049	4	-0.3	-5	-3
O=C1/C(=C\c2ccc(O)cc2)SC(=S)N1c1cccnc1	-7	7	-26	11	1.4	-10	3.4	-25	24
CC(=O)c1sc(-c2ccccc2)cc1NS(=O)(=O)c1ccccc1	-24	13	1	-1.2	1.6	-4	1.1	14	-4
O=C(Nc1nc(-c2ccc(S(=O)(=O)N3CCCC3)cc2)cs1)c1cccs1	-10	10	-20[20 µM]	4.5	1.1	-3	0.9	11	-6

6 of the compounds above, with two lines to a compound.
Below each SMILES – Tb hexokinase, PPC-1+TRAIL kill, Furin inh, zfTRPN1 agonist, Cl transport mod, thrombin 1536, TRPML3 ag, m-calpain inh, EBV gp42 inh
> CCC(C(=O)OC)n1cnc2c(cnn2-c2ccc(Cl)cc2)c1=O (stereo not drawn)
  5, 22, -22, 3.8, 0.85, 1, -0.2, -41, 1
> CC(=O)c1cccc(NC(=O)c2ccc(N(Cc3ccccc3)S(C)(=O)=O)cc2)c1
  10, 4, -12[20 µM], 0.9, -0.0087, 2, 1.1, -28, -13
> OCC1(Cc2ccccc2)CCN(C2CCN(c3ccccc3F)CC2)CC1
  -1, -3, -31, 4.8, nt, 5, 4.8, -2, -10
> O=C(Nc1ccccc1-c1nnn(CC(=O)N2CCc3ccccc3C2)n1)C1CCC1
  2, 13, -7[20 µM], 0.8, nt, 3, 0.8, 26, -2
> Cn1c(=O)c(C(=O)CN2CCc3ccccc32)c(N)n(Cc2ccccc2)c1=O
  -3, 4, -14, -0.5, 0.017, -5, 1.2, -2, -7
> CC(=O)NN1C(=O)c2ccccc2NC1c1ccccn1 (stereo not drawn)
  16, 6, -21, 0.8, 0.096, -4, 0.9, -321, 3

Later entries:
SMILES	Tb hexokinase	PPC-1+TRAIL kill	Furin inh	zfTRPN1 agonist	Cl transport mod	thrombin 1536	TRPML3 ag	m-calpain inh	EBV gp42 inh
O=C(NCc1cccc(C(F)(F)F)c1)C1CCCN(c2ncccn2)C1 (stereo not drawn)	0	0	-27	0.0	-0.7	2	0.3	-6	-31
O=C(CNC(=S)N(Cc1ccccc1)Cc1cccnc1)N1CCOCC1	2	3	-22	2.8	-0.0034	-1	0.7	-11	-3
COc1ccc(C(=O)c2cc([N+](=O)[O-])ccc2N2CCN(C)CC2)cc1	-18	2	-5	0.6	-0.071	-9	0.4	4	-31
CN(C)c1ccc(C=NC(CO)C(O)c2ccc([N+](=O)[O-])cc2)cc1 (stereo not drawn)	-66	17	7	-0.4	-0.3	11	-0.1	20	-12
CCCc1cc(=O)[nH]c(SCc2nc3ccccc3s2)n1	-1	7	-20[20 µM]	0.3	-0.93	3	-0.1	-5	-21
COCCn1c(C)cc2c(c1=O)C(c1ccco1)C(C#N)=C(N)O2 (stereo not drawn)	-10	3	-21[20 µM]	-0.4	-0.45	0	0.8	7	-5
CCOC(=O)N1CCN(C(=O)CCC2CCCC2)CC1	1	-1	-22	0.9	-0.62	-5	1.2	-3	-7
CCOc1ccc2oc(C(=O)NC3CCN(Cc4ccccc4)CC3)c(C)c2c1	8	7	-15	0.4	nt	-14	0.8	-62	-12
Cc1nn(-c2ccccc2)c(C)c1[N+](=O)[O-]	-7	4	-21	-0.4	-0.61	-7	0.1	6	-10
O=c1cc(NCc2ccccc2)nc2n1CCCS2	6	4	-9	-0.6	-1.8	-3	-0.2	-13	-1
CC(C)c1ccccc1NC(=S)NC1CCCCC1	-6	-10	-15	-1.3	-0.37	1	-0.4	-14	0
CC1=C(C(=O)Nc2ccc(C)cc2C)C(c2ccc(C)o2)NC(=S)N1 (stereo not drawn)	21	19	-10	0.1	0.93	-4	0.1	2	-13
CCOC(=O)c1cc2sc(C)cc2n1CC(=O)N1CCN(C(=O)c2ccco2)CC1	-5	-5	-12	0.0	-0.81	1	0.2	-8	-5
